Compound activity deposited in PubChem by Sanford-Burnham Center for Chemical Genomics.
EBI2 block: EBI2 receptor antagonists, beta-arrestin recruitment, primary screen, cell-based, luminescence, 7a,25-OHC stimulation, uHTS; 7a,25-OHC stimulated; inhibition, % at 5 µM; 360,000 compounds, 0.81% hits; in the data active means inhibition above about 38%;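 further: enzyme fragment complementation signal reports receptor beta-arrestin coupling in cells; 0% = agonist plus DMSO wells and 100% = wells without agonist; some results beyond the cut were filed as inactive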
MPTP inh: mitochondrial permeability transition pore inhibitors, primary screen, biochemical, isolated mouse mitochondria, absorbance; Ca2+ swelling absorbance, 30 min; inhibition, % at 10 µM; 360,000 compounds, 1.4% hits; AID 602449, 2012;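 active means inhibition of 50% or more, scaled per plate between neutral and stimulator controls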;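 further: 0% = DMSO wells given calcium and 100% = 1 mM EGTA wells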
CXCR6 inh: CXCR6 receptor inhibitors, primary screen, cell-based, beta-arrestin, luminescence, CHO-K1 PathHunter, 1536-well; 360,000 compounds, 0.36% hits; inhibition, % at 20 µM; C-X-C chemokine receptor type 6 (Homo sapiens), O00574; in the data active means inhibition above about 34%, passing the limit was not always enough;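 further: antagonist mode with CXCL16 agonist at 10 nM final; 0% = 10 nM CXCL16 with DMSO and 100% = unstimulated wells without agonist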
CCR6 antag: CCR6 receptor antagonists, primary screen, cell-based, CHO-K1, luminescence, beta-arrestin, uHTS; inhibition, % at 20 µM; 340,000 compounds, 0.49% hits; AID 493098, 2011; CHO-K1 CCR6 PathHunter beta-arrestin, CCL20-stimulated;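 active means compounds whose inhibition of the agonist-driven luminescence signal at 20 µM reaches about 50%, limit read from the data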;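 further: cells stimulated with CCL20 at 14 nM final; plate controls were DMSO with CCL20 for no effect and DMSO without agonist for full effect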
Target sequence (P51684 whole entry, looked up): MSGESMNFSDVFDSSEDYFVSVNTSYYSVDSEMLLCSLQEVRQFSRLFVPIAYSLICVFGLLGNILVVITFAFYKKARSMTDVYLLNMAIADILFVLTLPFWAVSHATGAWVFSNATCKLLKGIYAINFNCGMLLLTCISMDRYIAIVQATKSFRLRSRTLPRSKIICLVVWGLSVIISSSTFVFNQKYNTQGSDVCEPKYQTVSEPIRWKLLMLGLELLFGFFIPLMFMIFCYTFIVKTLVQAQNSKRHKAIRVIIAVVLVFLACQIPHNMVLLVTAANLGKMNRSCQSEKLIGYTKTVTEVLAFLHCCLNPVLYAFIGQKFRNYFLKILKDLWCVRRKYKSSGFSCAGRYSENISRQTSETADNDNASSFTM
GRIN3A LBD mod: binders of NR3A ligand-binding domain, primary screen, biophysical, differential scanning fluorimetry, uHTS | Tm shift relative to glycine control, % at 25 µM | 340,000 compounds, 2.5% hits | NR3A LBD differential scanning fluorimetry, Tm shift; 0% = protein alone, 100% = glycine-bound protein;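 active means melting temperature shift of at least 10% of the positive control shift, at one fixed dose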
Gli-Sufu antag: Gli-Sufu pathway antagonists, primary screen, luciferase luminescence, Sufu-KO-LIGHT cells, uHTS; AID 588413, 2011; 340,000 compounds, 0.74% hits; Sufu-KO-LIGHT fibroblasts, Gli luciferase reporter luminescence; inhibition, % at 5 µM;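 active means inhibition above about 55%, limit read from the data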;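 further: 0% = DMSO-treated cells and 100% = wells with medium but no cells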
A3A deaminase: APOBEC3A ssDNA deaminase inhibitors, primary screen, selectivity assay for APOBEC3G inhibitor project, biochemical, FAM/TAMRA oligo cleavage fluorescence | DNA dC->dU-editing enzyme APOBEC-3A (Homo sapiens), P31941 | recombinant A3A, FAM/TAMRA ssDNA deamination fluorescence | inhibition, % at 20 µM | 330,000 compounds, 0.41% hits | AID 493011, 2011;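 active means at least 40% inhibition at 20 µM here, with at most 30% in a related deaminase screen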;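 further: plate controls were A3A with DMSO for no effect and wells lacking A3A enzyme for full effect; some results filed as inactive read as strong as hits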
Target sequence (P31941 whole entry, looked up): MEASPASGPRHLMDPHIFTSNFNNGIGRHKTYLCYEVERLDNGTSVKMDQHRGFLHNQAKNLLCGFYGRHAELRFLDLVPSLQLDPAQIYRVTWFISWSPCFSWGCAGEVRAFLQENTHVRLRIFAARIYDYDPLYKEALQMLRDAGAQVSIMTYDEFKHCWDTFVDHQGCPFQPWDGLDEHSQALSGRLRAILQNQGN
A3G deaminase: APOBEC3G DNA deaminase inhibitors, primary screen, biochemical, fluorescence, single-stranded DNA substrate, uHTS; recombinant A3G, ssDNA deamination FAM/TAMRA fluorescence; inhibition, % at 20 µM; 330,000 compounds, 0.28% hits; DNA dC->dU-editing enzyme APOBEC-3G (Homo sapiens), Q9HC16;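 active means inhibition of at least 40% at 20 µM, with no more than 30% in the related APOBEC3A deaminase screen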;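 further: plate controls were DMSO wells with A3G for no effect and wells lacking A3G enzyme for full effect; some compounds called inactive have numbers as strong as hits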
Target sequence (Q9HC16 whole entry, looked up): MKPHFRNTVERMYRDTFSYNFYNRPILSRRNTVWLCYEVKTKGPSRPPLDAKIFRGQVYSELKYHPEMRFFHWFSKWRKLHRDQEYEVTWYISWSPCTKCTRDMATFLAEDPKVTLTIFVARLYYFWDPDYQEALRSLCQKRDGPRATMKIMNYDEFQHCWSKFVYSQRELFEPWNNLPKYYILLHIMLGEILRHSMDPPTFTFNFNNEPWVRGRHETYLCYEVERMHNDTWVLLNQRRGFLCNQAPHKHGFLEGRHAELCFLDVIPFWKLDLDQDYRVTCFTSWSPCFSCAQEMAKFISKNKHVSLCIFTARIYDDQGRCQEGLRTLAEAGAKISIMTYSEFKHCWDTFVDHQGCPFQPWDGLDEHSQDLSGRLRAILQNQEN
The depositor's hits bear a star; · = no result given.

SMILES | EBI2 block | MPTP inh | CXCR6 inh | CCR6 antag | GRIN3A LBD mod | Gli-Sufu antag | A3A deaminase | A3G deaminase
CC(=O)Nc1ccc(S(=O)(=O)NCCC(=O)N2CCCCC2)cc1 | 5.9 | 0.9 | -3.0 | -2.2 | -0.4 | -4.0 | -6.0 | -11.8
O=C(N/C(=C\c1ccccc1)C(=O)N1CCOCC1)c1ccccc1Cl | -5.5 | -1.4 | -6.2 | 7.1 | 2.0 | 5.5 | 1.5 | 7.9
O=C(c1ccc([N+](=O)[O-])cc1)N1CCC(n2nnc3cc(F)ccc32)CC1 | 25.5 | 1.7 | -6.2 | -1.1 | 0.9 | 21.6 | -1.3 | -10.6
COc1ccc(C(=O)N/N=C2\CCc3ccccc32)cc1OC | -0.8 | -0.3 | -4.8 | 4.8 | -1.0 | -19.1 | -2.9 | -6.9
N#Cc1ccsc1NC(=O)c1cccc([N+](=O)[O-])c1 | 7.2 | 31.3 | 6.0 | 7.6 | -4.3 | 0.7 | 6.2 | -7.9
Cc1noc(C)c1S(=O)(=O)N(CC(=O)NCCc1ccccc1)c1ccc(C(C)C)cc1 | 12.4 | 2.0 | 7.6 | 27.8 | 5.2 | 9.5 | 2.3 | 2.0
COc1cccc(NC(=O)c2ocnc2C)c1 | -7.9 | 0.4 | 0.9 | 6.9 | 0.3 | 14.0 | 3.5 | 1.3
COc1cc2c(cc1NC(=O)c1cc(-c3ccncc3)nc3ccccc13)oc1ccccc12 | 11.9 | 4.2 | 4.0 | 6.4 | -21.9 | -7.7 | 5.6 | -2.5
Cc1cc(C)c(NC(=O)c2cn3c4c(c(N5CCN(C)CC5)c(F)cc4c2=O)OCC3C)c(C)c1 (stereo not given) | 4.2 | -1.6 | 7.5 | -6.5 | 0.8 | 31.9 | -4.1 | -4.9
Cc1ccc(-c2nnc(N3CCC(C)CC3)c3ccccc23)cc1C | 17.7 | 26.6 | 10.2 | 26.7 | -0.7 | 55.0 | -0.7 | -9.8
COc1ccc(S(=O)(=O)N2CCCCC2)cc1NC(=O)c1ccc2c(c1)OCO2 | -2.9 | 0.5 | 0.5 | 5.0 | -0.4 | -1.0 | -2.5 | -4.8
O=C(O)C1CCc2nc(NCc3ccccc3)nc(NCc3ccccc3)c2C1 (stereo not given) | 9.3 | -0.3 | 1.5 | -0.6 | -1.0 | 2.0 | · | ·
Cc1cccc(OCC(=O)NC(C)C(=O)N/N=C/c2c(OCc3ccccc3)ccc3ccccc23)c1 (stereo not given) | 23.8 | 1.9 | 7.5 | 17.2 | -0.2 | -22.2 | 2.9 | -0.5
Cc1ccc(C)c(OCC(=O)N/N=C/c2ccsc2)c1 | 7.4 | -2.1 | 2.2 | -7.2 | -0.1 | 0.3 | -3.0 | -3.3
NC(=O)[C@@H]1CC2(CC(c3cccc(NC(=O)CC(c4ccccc4)c4ccccc4)c3)=NO2)CN1C(=O)c1ccc(Cl)cc1 (stereo not given in full) | 6.3 | 0.7 | -5.9 | -1.8 | 5.8 | -2.0 | -4.3 | -10.4
Cn1c(C(=O)NN)cc2cc(Oc3ccccc3)ccc21 | 0.9 | 0.4 | -10.4 | -20.4 | -2.9 | -8.1 | 0.7 | -12.3
COc1ccc2occ(C(=O)c3cccs3)c2c1 | 7.8 | 0.9 | 6.9 | 0.2 | 0.8 | -83.8 | -0.6 | -5.0
CCCCc1cc(=O)oc2c(CN(C)C)c(O)ccc12 | -8.0 | -0.5 | 8.8 | 1.4 | 0.1 | 5.7 | -6.3 | -4.3
COc1cc(OC)cc(C(=O)N2CCCc3ccccc32)c1 | 11.1 | 0.4 | 3.0 | 4.1 | 0.9 | 4.2 | -2.9 | -5.0
CCn1nc(NC(=O)c2ccncc2)c2cc3ccccc3nc21 | -5.5 | 1.1 | 7.4 | -1.6 | -0.2 | -4.2 | -1.7 | -2.5
O=C(CCSc1ccccc1)Nc1ccc(S(=O)(=O)N2CCOCC2)cc1 | 6.8 | 0.6 | 7.9 | 6.9 | -8.6 | -2.0 | -1.1 | -2.0
O=C1c2ccccc2NC(c2ccc(O)cc2)N1/N=C/c1ccc(O)cc1 (stereo not given) | -0.7 | 0.8 | -6.2 | 1.9 | 3.5 | -30.3 | -4.3 | -6.8
NC(=S)NN=C1c2cc(S(=O)(=O)N3CCOCC3)ccc2-c2ccc(S(=O)(=O)N3CCOCC3)cc21 | 6.8 | 0.6 | 22.9 | 44.5 | -6.5 | 3.3 | 4.2 | 2.2
COC(=O)c1ccc(OCC(=O)c2ccc(O)cc2O)cc1 | -1.5 | 17.7 | 3.6 | -11.2 | -4.7 | -10.3 | -1.9 | -3.0
O=C(NC1CCCCC1)c1c(O)nc2sccn2c1=O | -4.6 | -1.2 | -0.9 | 9.6 | -2.3 | -1.1 | -2.1 | -4.6
COc1ccc(C2/C=C\CN(S(=O)(=O)c3ccc(C)cc3)CC(=O)N2Cc2cccc(F)c2)cc1 (stereo not given) | 6.4 | 0.7 | 8.6 | 7.3 | -0.7 | 32.0 | 4.1 | -0.4
CCN(CC)S(=O)(=O)c1ccc(N2CCOCC2)c(NC(=O)c2ccc3c(c2)OCCO3)c1 | 4.6 | -0.9 | 1.4 | 3.8 | 1.6 | 4.1 | -0.1 | -4.2
O=C1c2cccc3cccc(c23)C(=O)N1OS(=O)(=O)c1ccccc1 | 5.3 | 0.7 | 3.8 | 11.5 | 1.6 | 11.2 | 1.9 | -3.7
CCOC(=O)C1CCCN(S(=O)(=O)c2ccc(OC)c3ccccc23)C1 (stereo not given) | -2.4 | 1.9 | 1.8 | 12.1 | 0.8 | 7.9 | -2.8 | -1.6
CCCC(=O)Nc1ccc(C(=O)O)cc1NC(=O)CCC | -0.1 | -0.4 | -8.5 | -1.2 | -0.7 | -6.4 | 1.9 | -0.6
O=C(NCCN1C(=O)S/C(=C\c2ccc(OC(F)F)cc2)C1=O)C1=COCCO1 | -16.6 | 0.7 | 5.9 | 9.1 | -0.3 | -15.5 | -2.9 | -8.4
COc1ccc(-c2nc(CN3CCN(Cc4ccccc4)CC3)c(C)o2)cc1 | 14.0 | 0.0 | -0.1 | -3.9 | 0.9 | 20.7 | -2.8 | -2.8
O=C(O)CSc1nnc(Nc2ccccc2)n1-c1ccccc1 | -4.8 | 0.5 | -0.7 | 5.6 | -0.8 | -8.2 | -5.9 | -7.7
COC(=O)c1cc(C(=O)OC)cc(N2C(=O)CN=C2Nc2nc(C)cc(C)n2)c1 | 2.2 | 1.6 | -2.5 | -2.9 | 0.5 | 1.3 | -1.8 | 0.3
c1ccc2oc(NC3=NCN(C4CCCCC4)CN3)nc2c1 | -9.9 | -1.8 | 1.4 | -1.5 | 1.2 | -73.2 | -3.2 | -9.6
O=C1N[C@H](Cc2ccccc2)COC(=O)[C@H](Cc2ccc(F)cc2)CC/C=C/C[C@@H]1CC(=O)N(CCO)Cc1ccccc1 | 18.3 | -0.2 | 28.7 | 24.3 | -17.7 | 43.8 | 1.9 | -2.8
O=C(CN(C(=O)c1csnn1)c1cccc(Cl)c1)NC1CCCCC1 | 11.8 | 0.0 | -1.9 | -5.1 | -0.5 | 12.4 | -1.3 | -6.6
O=C(c1ccccc1)C1Oc2ccccc2C2CC(c3cccs3)=NN12 (stereo not given) | 15.4 | 0.3 | -9.6 | 17.6 | -0.2 | 3.9 | 0.5 | -4.9
Cc1ccc(-n2ncc3c(NCc4ccc5c(c4)OCO5)ncnc32)c(C)c1 | 25.4 | 4.1 | -5.8 | -9.1 | -3.8 | 1.1 | 0.1 | -4.2
CCOc1cccc2sc(N(CCCN(C)C)C(=O)c3ccc(S(=O)(=O)N(C)CC4CCCO4)cc3)nc12 (stereo not given) | -4.7 | -0.7 | 9.6 | 19.4 | -1.2 | 24.5 | 0.6 | 0.0

A few values from the results shown:
COC(=O)c1ccc(OCC(=O)c2ccc(O)cc2O)cc1 @ A3G deaminase: -3.0
Cc1ccc(-n2ncc3c(NCc4ccc5c(c4)OCO5)ncnc32)c(C)c1 @ Gli-Sufu antag: 1.1

An excerpt from above in order of the EBI2 block value, falling.
molecule	EBI2 block
COC(=O)c1cc(C(=O)OC)cc(N2C(=O)CN=C2Nc2nc(C)cc(C)n2)c1	2.2
COC(=O)c1ccc(OCC(=O)c2ccc(O)cc2O)cc1	-1.5
c1ccc2oc(NC3=NCN(C4CCCCC4)CN3)nc2c1	-9.9

Following part:
SMILES | EBI2 block | MPTP inh | CXCR6 inh | CCR6 antag | GRIN3A LBD mod | Gli-Sufu antag | A3A deaminase | A3G deaminase
CCCCOCCCNC(=O)c1ccc2c(c1)OCO2 | -0.7 | 0.0 | 6.0 | 16.0 | -0.3 | -6.4 | -1.6 | -5.7
O=C1C(Nc2ccccc2)=C(N2CCCCC2)C(=O)c2ccccc21 | 0.7 | 1.7 | -5.8 | 6.4 | -1.8 | -15.4 | 1.7 | 1.9
Cc1cccc(NS(=O)(=O)c2ccc(C)c(C(=O)N3CCN(C(=O)c4ccco4)CC3)c2)c1 | -1.7 | -0.8 | -8.8 | -18.3 | -1.0 | -8.8 | · | ·
COc1cc(NC(=O)C/C(C)=N/NC(=O)C(=O)NCCO)c(OC)cc1Cl | -5.1 | 0.5 | -6.1 | 2.4 | 3.5 | 0.1 | -2.6 | -6.8
O=C(Cn1cnc(Cl)c1Cl)c1ccccc1 | -0.3 | -0.4 | 2.1 | -3.9 | -0.3 | -19.2 | 3.6 | -2.6
CCOC(=O)CC(NC(=O)c1cc2cccc(OC)c2oc1=O)c1ccc(OC)cc1 (stereo not given) | 0.6 | 0.8 | 4.5 | 9.6 | -1.3 | -6.5 | 0.2 | -1.4
CCOc1ccccc1OCC(=O)NN=C1CCCC(=O)C1 | -0.7 | 0.2 | -0.7 | 3.3 | -0.3 | 8.3 | -0.2 | 7.4
O=c1ccc(-c2ccc(S(=O)(=O)NCC3CCN(Cc4cccc(F)c4)CC3)s2)n[nH]1 | -9.7 | -1.1 | -0.7 | 23.9 | -2.2 | 59.2* | -3.9 | 8.2
Cn1cc(CN2CCCC(C(=O)c3ccc(-c4ccccc4)c(F)c3)C2)cn1 (stereo not given) | -0.3 | -1.1 | -12.0 | -1.4 | -0.1 | 44.8 | -3.5 | -3.1
COc1ccc(Sc2cnn(-c3ccccc3)c(=O)c2Cl)cc1 | -2.6 | 3.3 | -3.1 | 31.4 | -1.9 | -4.4 | 1.4 | 3.7
CCCn1c(SCc2cc(=O)[nH]c3ccccc23)nc2c1c(=O)n(C)c(=O)n2C | -5.5 | 0.8 | -3.1 | 1.3 | 0.2 | 2.0 | 8.0 | -2.5
COC(=O)C(N)Cc1ccc(O)cc1 (stereo not given) | -7.6 | -0.9 | -1.5 | -2.6 | 0.2 | -11.8 | -2.9 | -5.9

Single records (already shown). Order of screens: EBI2 block	MPTP inh	CXCR6 inh	CCR6 antag	GRIN3A LBD mod	Gli-Sufu antag	A3A deaminase	A3G deaminase
Cc1cccc(NS(=O)(=O)c2ccc(C)c(C(=O)N3CCN(C(=O)c4ccco4)CC3)c2)c1 reads -1.7	-0.8	-8.8	-18.3	-1.0	-8.8	·	·
O=c1ccc(-c2ccc(S(=O)(=O)NCC3CCN(Cc4cccc(F)c4)CC3)s2)n[nH]1 reads -9.7	-1.1	-0.7	23.9	-2.2	59.2*	-3.9	8.2

Compounds as they come, and some 5.8% of all compounds hit somewhere here.
